Screening data deposited in PubChem by National Center for Advancing Translational Sciences (NCATS).
TDP1 block: TDP1 (human) enzyme inhibition. recombinant TDP1, AlphaScreen DNA substrate cleavage. Q9NUW8. actives 0.28% (n = 350,000). AID 485290. Potency, µM (titrated, usually from 130 µM), for inactives: top-dose activity change, negative = inhibition, hits mostly inhibitors; also: nearly all actives have a fitted effect of over 40% in size
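Tdp1 1 nM final; 15 min RT w/ cpd; substrate 15 nM, 5 min; beads 10 ug/ml, 10 min; AlphaScreen read. Neg ctrl: no enzyme.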
GCN5L2 inh: blocks human GCN5L2 histone acetyltransferase | Q92830 | GCN5L2 HAT assay, ThioGlo1 CoA-SH fluorescence | Potency, µM (highest dose often 58.9 µM), for inactives: at the top dose activity change, negative = inhibition, hits mostly inhibitors | actives 0.21% (n = 390,000) | AID 504327
Target sequence (Q92830 whole entry, looked up): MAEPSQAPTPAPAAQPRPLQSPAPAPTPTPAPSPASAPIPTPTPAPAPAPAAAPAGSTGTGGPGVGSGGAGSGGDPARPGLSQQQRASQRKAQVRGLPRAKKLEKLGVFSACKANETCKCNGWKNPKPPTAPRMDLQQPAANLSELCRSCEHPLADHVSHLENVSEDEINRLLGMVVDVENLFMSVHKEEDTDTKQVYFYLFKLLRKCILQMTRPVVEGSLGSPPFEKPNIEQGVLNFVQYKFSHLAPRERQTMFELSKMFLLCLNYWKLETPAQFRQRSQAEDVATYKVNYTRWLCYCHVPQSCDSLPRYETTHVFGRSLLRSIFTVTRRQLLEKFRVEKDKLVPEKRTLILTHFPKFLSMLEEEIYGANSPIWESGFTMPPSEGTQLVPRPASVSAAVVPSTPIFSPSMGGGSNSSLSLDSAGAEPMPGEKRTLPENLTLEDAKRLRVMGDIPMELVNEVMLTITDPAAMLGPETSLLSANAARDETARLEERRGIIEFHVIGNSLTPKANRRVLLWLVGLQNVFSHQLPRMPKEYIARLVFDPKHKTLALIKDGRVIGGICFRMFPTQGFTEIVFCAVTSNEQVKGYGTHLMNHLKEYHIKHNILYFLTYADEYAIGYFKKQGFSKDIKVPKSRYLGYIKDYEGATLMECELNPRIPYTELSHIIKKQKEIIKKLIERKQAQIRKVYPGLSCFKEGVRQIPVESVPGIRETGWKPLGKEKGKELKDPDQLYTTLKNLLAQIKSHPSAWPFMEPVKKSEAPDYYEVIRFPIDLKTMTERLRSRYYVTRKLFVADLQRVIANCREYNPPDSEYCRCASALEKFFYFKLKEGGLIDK
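GCN5L2 (20 nM) in 50mM HEPES pH 7.5, 0.1mM EDTA, 0.01% Tween-20 preincubated 15 min with compounds at room temperature. Reaction started with H3(1-25) 75uM, acetyl-CoA 70uM, ThioGlo1 50uM; CoA-thiol fluorescence (Ex340/Em540) read at 0 and 20 min.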
TDP1 cell noCPT: qHTS for Inhibitors of human tyrosyl-DNA phosphodiesterase 1 (TDP1): qHTS in cells in absence of CPT; DT40 Tdp1-/- hTDP1 cells, no CPT, ATP luminescence, 48 h; Potency, µM (titrated, usually from 46.2 µM), without a hit: at the top dose activity change, negative = growth inhibition, hits mostly inhibitors; actives 15% (n = 420,000); also: nearly all actives have a fitted effect of over 55% in size
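Compound effects on proliferation are scored in DT40 Tdp1-/-;hTDP1 cells in the absence of CPT. ATP levels (CellTiter-Glo luminescence) are recorded after a ≥48 hr, 37 °C incubation.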
Active calls of the source: *; ? = inconclusive; · = not tested or not shown; & = joins results of further samples; [ ] = remark or other dose. Calls follow the shape of the dose curve; as a rule, active = well fitted curve in the direction sought with a large enough effect; inconclusive = small, poorly fitted or top-dose-only effect, or another doubt; inactive = no such curve, though single readings can be large; an effect the other way counts as inactive or inconclusive. % is scaled to controls: 0 for no effect and ±100 for the full control effect; potency is read from the fitted curve at half-maximal effect.

Compound | TDP1 block | GCN5L2 inh | TDP1 cell noCPT
COCC(C)n1c(=O)sc2ccccc2c1=O (stereo unspecified) | 3% | -5% | -1%
COc1cc(CNCc2ccccn2)ccc1OCc1ccc(Cl)c(Cl)c1 | 3% | -1% | ?
Cc1ccccc1Cn1c2ccccc2c2cnn(CC(=O)NCc3ccco3)c(=O)c21 | · | -5% | ?
COc1ccc(C2=NOC(C(=O)NC(C)(C)C)C2)cc1 (stereo unspecified) | -4% | 17% | -8%
O=c1c2c3c(sc2n2cnnc2n1Cc1ccccc1)CN(Cc1ccccc1)CC3 | 10% | -4% | 15µM*
COC(=O)c1ccc(CNC(=O)/C=C/c2cc([N+](=O)[O-])ccc2OC(F)F)cc1 | 2% | -5% | 14%
Cc1ccc(S(=O)(=O)NCC(c2cccnc2)N2CCc3ccccc32)cc1 (stereo unspecified) | 9% | -1% | ?
CN1C(=O)C2(c3ccccc31)N(c1cccc(C(F)(F)F)c1)C(=O)CS2(=O)=O (stereo unspecified) | 0% | -22% | -14%
CCc1ccc(-c2nn(-c3ccccc3)cc2CSC(=N)N)cc1 | 0% | 4% | 23µM*
Cc1ccc(N2CC(c3nnc(Cc4ccc(F)cc4Cl)o3)CC2=O)cc1 (stereo unspecified) | 5% | -2% | ?
CC(=O)c1ccc(N(C(=O)CNC(=O)c2ccco2)C(C(=O)NC2CCCC2)c2ccco2)cc1 (stereo unspecified) | 4% | 0% | -7%
COc1ccc(-n2c(SCC(=O)Nc3cccc4ccccc34)nc(O)cc2=O)cc1 | -4% | -19% | -15%
CC(=O)c1cn(CC(=O)Nc2cccc(C)c2C)c2ccccc12 | -1% | 0% | 26µM*
CCOC(=O)Nc1cc(=O)c2ccccc2o1 | 1% | -1% | 13µM*
CCOc1[nH]n(-c2ccccc2)c(=O)c1C=NCc1cccnc1 | 10% | -7% | -3%
Cc1cccc(NS(=O)(=O)c2ccc3[nH]c4c(c3c2)CCCCCC4)c1 | 9% | -4% | ?
COc1cccc(NC(=O)CNC(=O)Cn2cnc3sc(C)c(C)c3c2=O)c1 | 1% | -4% | 4%
O=C(CCC(=O)c1ccccc1)Nc1cccnc1 | 2% | -3% | -10%
CCN(CC)C(C)C(=O)Nc1c2c(cc3c1CCC3)CCC2 (stereo unspecified) | 4% | -3% | -15%
CCCCn1c(-c2ccoc2C)n[nH]c1=S | 7% | 2% | -12%
Cc1cc(NC(=O)CSc2nccn2-c2cccc(C)c2C)no1 | 4% | -9% | 21µM*
O=C(C(=O)N1CCN(c2cccc(Cl)c2)CC1)c1cn(CC(=O)N2CCOCC2)c2ccccc12 | 6% | -5% | -3%
CC(=O)Nc1ccc(NC(=O)COC(=O)c2cc(S(=O)(=O)N3CCCC3)ccc2O)cc1 | 2% | -5% | -14%
Cc1cc(Nc2ccc(Cl)cc2)nc(N)n1 | 5% | -17% | ?
CCOc1ccc(NC(=O)CN2CCN(c3ccc(F)cc3)CC2)cc1 | · | 22% | -16%

Some of the entries above in another layout:
> CC(=O)Nc1ccc(NC(=O)COC(=O)c2cc(S(=O)(=O)N3CCCC3)ccc2O)cc1
  TDP1 block: 2%; GCN5L2 inh: -5%; TDP1 cell noCPT: -14%

> CC(=O)c1cn(CC(=O)Nc2cccc(C)c2C)c2ccccc12
  TDP1 block: -1%; GCN5L2 inh: 0%; TDP1 cell noCPT: 26µM*

> CCOC(=O)Nc1cc(=O)c2ccccc2o1
  TDP1 block: 1%; GCN5L2 inh: -1%; TDP1 cell noCPT: 13µM*

The list goes on:
Compound | TDP1 block | GCN5L2 inh | TDP1 cell noCPT
CN1CCN(C(=O)c2cc(Oc3c(F)c(F)c(F)c(F)c3F)cc(C(=O)N3CCN(C)CC3)c2)CC1 | -1% | -4% | -1%
COc1ccc(/C=C2\SC(=O)N(CCC(=O)N(C)C3CCS(=O)(=O)C3)C2=O)cc1 (stereo unspecified) | 2% | -24% | ?
COc1ccc(C(=O)N/N=C/C(=O)c2ccccc2)cc1 | 4% | -16% | 2%
COc1ccc(-c2csc3ncn(-c4ccccc4OC)c(=O)c23)cc1OC | 5% | -10% | 23µM*
Cc1cnc2cc(Cl)ccc2c1SCC(=O)O | 5% | 3% | ?
O=C(CN(c1ccc(Br)cc1)S(=O)(=O)c1ccc(Cl)c([N+](=O)[O-])c1)NCCc1ccccc1 | 5% | 9% | ?
COc1ccccc1NC(=O)COC(=O)c1cc2c(s1)CCC2 | 10µM* | -9% | -14%
O=C(COc1cccc2c1CCNC2=O)Nc1cccc(C(F)(F)F)c1 | 0%[0.505 µM] | 0% | 16µM*
CCOC(=O)c1cc(-c2ccc(OC)c(S(=O)(=O)NC3CCCCC3)c2)on1 | 11% | -3% | -18%
CCN1CCN(c2ccc(S(=O)(=O)N3CCOCC3)cc2NC(=O)c2sccc2C)CC1 | · | 1% | -3%
Cc1cc(=O)n2[nH]c(N3C(=O)CCC3=O)nc2n1 | 2% | -14% | 1%
CCC(CC)C(=O)OCc1cc(=O)n2nc(C3CCCCC3)sc2n1 | 2% | -3% | ?
Cc1ccc(NC(=O)Nc2ccc3c(c2)OCO3)c(Br)c1 | 3% | 1% | 21%
O=C(Nc1ccc(N2CCOCC2)cc1)c1ccncc1 | 2% | -1% | 8%
COc1ccc(CN2CCc3nc(Nc4ccccc4)ncc3C2)c(OC)c1OC | 6% | 7% | 21µM*
Cc1ccccc1CSCCC(=O)NCCc1ccccc1 | 5% | -5% | 1%
Cc1ccc(S(=O)(=O)n2cc(C=O)c3ccccc32)cc1 | -3% | -11% | ?
CN(C)c1ccc(CN(Cc2ccco2)C(=O)COc2ccc(F)cc2)cc1 | 14% | -11% | 10µM*
CCN(CC)S(=O)(=O)c1ccc2c(c1)c(=O)c(C(=O)NCc1ccccc1Cl)cn2C | -5% | -5% | 7.3µM*
CCOC(=O)c1c(NC(=O)c2cc3ccccc3c(=O)o2)sc2c1CCCC2 | 2% | -3% | -1%
CCOc1ccc(C(=O)NCC(c2ccco2)S(=O)(=O)c2cccs2)cc1 (stereo unspecified) | 3% | -2% | ?
N=C(N)n1cccn1 | · | 4% | -1%
N#CCSc1nc2ccccc2c(=O)n1-c1ccccc1 | 3% | ? | ?
Cc1cc(S(=O)(=O)N2c3ccc(F)cc3CCC2C)ccc1-n1cnnn1 (stereo unspecified) | 2%[0.0935 µM] | -5% | ?
COc1ccc(/C=C2\Oc3ccccc3C2=O)cc1 | 0% | -20% | 18µM*

Of the compounds above, these contain a nitro group on carbon:
Compound | TDP1 block | GCN5L2 inh | TDP1 cell noCPT
COC(=O)c1ccc(CNC(=O)/C=C/c2cc([N+](=O)[O-])ccc2OC(F)F)cc1 | 2% | -5% | 14%
O=C(CN(c1ccc(Br)cc1)S(=O)(=O)c1ccc(Cl)c([N+](=O)[O-])c1)NCCc1ccccc1 | 5% | 9% | ?

The listing continues:
Compound | TDP1 block | GCN5L2 inh | TDP1 cell noCPT
CCC(=O)c1ccc(OCC(O)CN2CC(C)OC(C)C2)cc1 (stereo unspecified) | -11% | -5% | -7%
Cc1cccc(N2CCN(C(=O)COc3cc4oc(=O)cc(C)c4cc3Cl)CC2)c1C | 0% | -2% | -13%
Cc1ccc(-c2nn3c(C)nnc3c3ccccc23)cc1S(=O)(=O)NC(C)(C)CO | 1%&5% | 0%&3% | ?
CCOC(=O)c1cn(CC(=O)Nc2ccc(OC)cc2OC)nn1 | -3%&-2% | -1%&-1% | 0%&3%
O=C(C1c2ccccc2Oc2ccccc21)N1CCN(c2ccc(Cl)cc2)CC1 | 7% | -12% | 15µM*
Clc1ccccc1-c1ccc(CN2CCN(c3ccccc3)CC2)o1 | 8% | -4% | -6%
CCCCC1CCCC12NC(=O)NC2=O (stereo unspecified) | · | 0% | 2%
CCOC(=O)c1cccc(NC(=O)C2CCCN(S(=O)(=O)c3cnc[nH]3)C2)c1 (stereo unspecified) | 4% | 0% | 1%
COc1ccc(CNC(=O)N2CCc3ccccc3C2)cc1Cl | · | -5% | -25%
COc1ccc(-c2nc(SCC(=O)NC3CCCC3)c(-c3ccc(OC)cc3)[nH]2)cc1 | 10%&-4% | -13%&-11% | 16µM*
CCOC(=O)N1CCN(C(=O)COC(=O)c2cc(Cl)c(O)c(Cl)c2)CC1 | 6% | -3% | ?
CNC(=O)CCCCCNS(=O)(=O)c1ccc(C)cc1 | -1% | 2% | ?
CC(=O)Nc1c(C(=O)c2ccc(F)cc2)oc2ccccc12 | -2% | 2% | ?
O=C(CCCn1c(=S)[nH]c2cc3c(cc2c1=O)OCO3)NCc1ccco1 | -1% | -8% | -27%
O=C(N/N=C\c1ccccc1OCc1ccccc1)c1ccco1 | -3% | -4% | -20%
COc1ccc(CC2(CO)CCN(Cc3cccn3-c3ccccn3)CC2)cc1 | 6% | -3% | -26%
C#CCOCCOCCOCCNc1nc(N2CCN(C(=O)C(Cc3cc4ccccc4[nH]3)n3cc(C(N)Cc4ccc(O)cc4)nn3)CC2)nc(N2CCN(C(=O)C(CCC(=O)O)n3cc(C(N)C(C)CC)nn3)CC2)n1 (stereo unspecified) | 0% | -10% | -2%
O=C(OCCCCOC(=O)c1ccccc1)c1ccccc1 | · | -3% | -3%
Cc1cccc(C(=O)NCC(c2ccc(F)cc2)N2CCOCC2)c1 (stereo unspecified) | 0% | -9% | 1%
Cn1c(=O)c2c(ncn2CC(=O)OCCCC(=O)c2ccc(Br)cc2)n(C)c1=O | 1% | 0% | 6.5µM*
COC(=O)c1sccc1N/N=C/c1cccc(Oc2ccccc2)c1 | · | -8% | ?
COc1ccccc1-c1cc(C(F)(F)F)c(C#N)c(=O)[nH]1 | -6% | -4% | 22%
CCc1ccc(-n2nc(C)c3c(C)cc(=O)n(Cc4nc(-c5ccccc5)oc4C)c32)cc1 | 6% | -3% | 19%
Cc1ccc(C(=O)c2ccccc2C(=O)O)cc1C | 0% | 4% | 0%
COc1ccccc1CN1CC(C(=O)N(C)Cc2ccc(C)o2)CCC1=O (stereo unspecified) | 5% | -7% | 4%

Next section
Compound | TDP1 block | GCN5L2 inh | TDP1 cell noCPT
Cc1cc(=O)oc2c3c(cc(OCC(=O)N[C@H](C(=O)O)c4ccccc4)c12)OC(C)(C)CC3 | · | ? | -18%
CCOC(=O)c1c(S(=O)(=O)N2CCC(C(=O)Nc3cccc(C#N)c3)CC2)c(C)n(C)c1C | 5% | 4% | -20%
O=C1NC(c2ccccc2OC(F)F)Oc2ccccc21 (stereo unspecified) | -2% | -12% | -24%
CC(C)C(=O)NC(c1cccc([N+](=O)[O-])c1)c1c(O)ccc2ccccc12 (stereo unspecified) | -8% | 3% | -12%
COc1ccc(O)c(C(=O)c2cnn(C(=O)c3cccc(S(=O)(=O)N(C)C)c3)c2)c1 | -6% | -3% | -3%
O=C(O)c1cc(-c2ccc3c(c2)OCO3)nc2ccc(Br)cc12 | 6% | 10% | -2%
CCOCCCN(Cc1ccco1)S(=O)(=O)c1cc2c(cc1Cl)NC(=O)CO2 | 3% | -1% | ?
CCOc1ccc(C(=O)NNC(=O)CCNC(=O)c2ccc(Br)cc2)cc1OC | 2% | 1% | 0%
C=CCN(C1CCCCC1)S(=O)(=O)c1ccc2c(c1)oc(=O)n2C | 0% | -1% | ?
COc1cc(CNc2ccc(N3CCCC3)cc2)ccc1OCc1ccccc1F | 5% | -2% | 4.6µM*
Cc1cc(C)cc(N(CCC#N)C(=O)COC(=O)c2nc3nc(C)cc(C)n3n2)c1 | -7%[0.505 µM] | 0% | 4%
COc1ccc(N(CC(=O)NC(C)c2ccccc2)S(=O)(=O)c2c(C)noc2C)cc1 (stereo unspecified) | 5%&-2% | -19%&-4% | ?
Cc1c(C(=O)N2CCN(c3ccccc3F)CC2)sc2ncn(CC(=O)N3CCOCC3)c(=O)c12 | 6% | -3% | -28%
COC(=O)c1ccc(C)c(NC(=O)CCCN2C(=O)NC(C)(C)C2=O)c1 | -1% | -2% | 3%
CC(Oc1ccccc1F)C(=O)NNC(=O)c1cccc(S(=O)(=O)N2CCN(C)CC2)c1 (stereo unspecified) | 1% | -5% | -7%
Cc1cccc(NC(=O)C2CCCN2C(=O)OCC(C)C)c1 (stereo unspecified) | -3% | -1% | -21%
OC(COCc1ccco1)CN1CCN(C(c2ccccc2)c2ccccc2)CC1 (stereo unspecified) | 2% | -1% | ?
COc1ccc(C2/C=C\CN(C(=O)OCc3ccccc3)CC(=O)N2Cc2ccc(F)cc2)cc1 (stereo unspecified) | 6%&2% | -7% | ?
CC(=O)Nc1cccc(C(=O)/C=C/c2ccc(F)cc2)c1 | -5% | -18% | 4.6µM*
Cc1ccc(Cn2ccc(NC(=O)c3noc4c3CCCC4)n2)cc1 | 2% | -25% | -14%

A portion of the library; count on the stated rates, not on these rows.
